# Bioassay records (PubChem BioAssay)
# uPA generation: cell surface uPA generation inhibition; cell surface uPA generation assay, qHTS; Potency, µM (series often up to 38.3 µM), for inactives: at the highest dose activity change, negative = inhibition, hits mostly inhibitors; 330,000 compounds, 0.31% hits; AID 540303; active means well fitted inhibition curve with a large enough effect; inconclusive means small, poorly fitted or top-dose-only effect; inactive means no such curve, though single readings can be large or run the other way; tested in mouse RAW 264.7 cells; further: potency means the concentration at half of the fitted maximal effect; on the % scale 0 is the no-effect control and ±100 the full control effect; nearly all actives have a fitted effect of over 55% in size
# TSG101-PTAP inh: blocks PTAP/TSG101 interaction to inhibit HIV-1 budding; Fluorescence polarization, FITC-PTAP peptide / Tsg101 binding; Potency, µM (series often up to 115 µM), for inactives: at the highest dose activity change, negative = inhibition, usual class: inhibitors; 340,000 tested, under 10 active; AID 493005; active means well fitted inhibition curve with a large enough effect in the main read-out, with a control signal flat, not every such curve was filed as active; inconclusive means small, poorly fitted or top-dose-only effect, or effect the other way, or a change in a side signal; inactive means no such curve, though single readings can be large or run the other way; further: potency means the concentration at half of the fitted maximal effect; % of control where 0% means no effect
# Target sequence (Q99816 whole entry, looked up): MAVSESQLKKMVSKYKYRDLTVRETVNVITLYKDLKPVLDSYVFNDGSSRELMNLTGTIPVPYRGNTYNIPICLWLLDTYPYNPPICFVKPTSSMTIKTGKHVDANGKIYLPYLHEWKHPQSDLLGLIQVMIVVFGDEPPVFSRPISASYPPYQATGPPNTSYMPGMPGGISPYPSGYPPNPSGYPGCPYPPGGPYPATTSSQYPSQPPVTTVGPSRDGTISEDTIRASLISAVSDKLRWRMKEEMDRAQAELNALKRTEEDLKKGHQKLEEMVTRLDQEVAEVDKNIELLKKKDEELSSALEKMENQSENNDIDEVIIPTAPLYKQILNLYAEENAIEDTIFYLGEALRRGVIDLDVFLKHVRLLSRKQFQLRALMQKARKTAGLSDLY
#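 FP read-out: FITC-PTAP peptide, 50 nM final, binding Tsg101 binding domain, 10 uM final; 20 min, r.t.; 10 mM HEPES pH 7.5, 0.15 M NaCl, 0.01% Tween 20, 3 mM EDTA, 0.1 mM TCEP.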
# Tb PFK block: T. brucei PFK enzyme inhibition; 330,000 compounds, 0.17% hits; AID 485367; T. brucei PFK, ADP-Glo luminescence; O15648; Potency, µM (titrated, usually from 57.5 µM), inactives show at the top dose activity, negative = inhibition, hits mostly inhibitors;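 further: potency means the concentration at half of the fitted maximal effect; 0% = uninhibited 1x PFK enzyme wells and -100% = no-enzyme wells; nearly all actives have a fitted effect of over 60% in size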
#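 ADP-Glo luminescence quantified ADP after 45 min at room temperature, with 1.25 nM T. brucei PFK, 0.1 mM ATP and 0.5 mM fructose-6-phosphate in pH 8.0 TEA buffer. qHTS titrations up to 57 µM; curves classified by quality.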
# ELG1 repair inh: blocks ELG1-dependent DNA repair in HEK293T cells | HEK293T ELG1-luciferase reporter, luminescence, 16 h; DNA damage induced by 5-fluorouridine | Potency, µM (series often up to 46.1 µM), for the others: at the top dose activity change, negative = inhibition, usual class: inhibitors | 330,000 compounds, 2.3% hits | AID 504467; further: potency means the concentration at half of the fitted maximal effect; on the % scale 0 is the no-effect control and ±100 the full control effect; nearly all actives have a fitted effect of over 55% in size
#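 Step one: seed 2,000 cells per well. Step two: pin-transfer compound or DMSO alongside 5-fluorouridine. Step three: incubate 16 hr, 37 °C, 5% CO2. Step four: add ONE-Glo, wait 30 min, read luminescence.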
# TCR activator: T cell receptor activation; primary human leukocytes, anti-CD3, IL-2 HTRF, 48 h; Potency, µM (titrated, usually from 9.22 µM), for the others: top-dose activation of IL-2 secretion, actives largely listed as activators; 330,000 tested, under 10 active; further: % of control where 0% means no effect
#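 IL-2 produced over 48 hr by a-CD3 bead-stimulated primary human leukocytes exposed to compounds was detected with a homogeneous time-resolved FRET immunoassay, 665nm acceptor signal after 320nm excitation.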
# USP2a inh: USP2a (human) protease inhibition. O75604. USP2 core, Ub-CHOP2 coupled fluorogenic reporter, 485/531. Potency, µM (doses to about 38.3 µM), for inactives: at the top dose activity change, negative = inhibition, most hits filed as inhibitors. 330,000 compounds, 0.01% hits;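 further: potency means the concentration at half of the fitted maximal effect; plate controls were DMSO wells for no effect and full inhibition by NEM control for full effect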
#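 USP2 core (10nM final) preincubated 30min RT with compound in 20mM Tris-HCl pH 8.0, 2mM CaCl2, 2mM beta-mercaptoethanol, 0.05% CHAPS; 25nM Ub-CHOP2 plus 25nM reporter substrate added, fluorescence (Ex485/Em531) read after 60min.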
# Mito fusion act: mitochondrial division inhibition or fusion activation; AID 485298; S. cerevisiae fusion-defective mutant growth rescue, CellTiterGlo 48 h; 320,000 compounds, 0.23% hits; Potency, µM (series often up to 46.1 µM), for inactives: at the top dose growth rescue (activation), most hits filed as activators;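 further: potency means the concentration at half of the fitted maximal effect; % of control where 0% means no effect; nearly all actives have a fitted effect of over 45% in size; temperature-sensitive fusion mutants such as fzo1-1 at 37 °C on non-fermentable ethanol glycerol medium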
#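 Temperature-sensitive fusion-defective S. cerevisiae (e.g. fzo1-1, mgm1-5) were grown with compound in YPEG medium (3% ethanol, 3% glycerol) for 48 hours at 37C. Growth rescue was measured as viability by CellTiterGlo luminescence after 10 minutes at ambient.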
# Eya2 phos inh: Eya2 (human) phosphatase inhibition; Potency, µM (highest dose often 76.9 µM), without a hit: at the top dose activity, negative = inhibition, actives largely listed as inhibitors; 330,000 compounds, 0.006% hits; recombinant Eya2, OMFP fluorescence dephosphorylation (OMFP is methylfluorescein phosphate); O00167; AID 488837; further: potency means the concentration at half of the fitted maximal effect; on the % scale 0 is the no-effect control and ±100 the full control effect
# Target sequence (O00167 whole entry, looked up): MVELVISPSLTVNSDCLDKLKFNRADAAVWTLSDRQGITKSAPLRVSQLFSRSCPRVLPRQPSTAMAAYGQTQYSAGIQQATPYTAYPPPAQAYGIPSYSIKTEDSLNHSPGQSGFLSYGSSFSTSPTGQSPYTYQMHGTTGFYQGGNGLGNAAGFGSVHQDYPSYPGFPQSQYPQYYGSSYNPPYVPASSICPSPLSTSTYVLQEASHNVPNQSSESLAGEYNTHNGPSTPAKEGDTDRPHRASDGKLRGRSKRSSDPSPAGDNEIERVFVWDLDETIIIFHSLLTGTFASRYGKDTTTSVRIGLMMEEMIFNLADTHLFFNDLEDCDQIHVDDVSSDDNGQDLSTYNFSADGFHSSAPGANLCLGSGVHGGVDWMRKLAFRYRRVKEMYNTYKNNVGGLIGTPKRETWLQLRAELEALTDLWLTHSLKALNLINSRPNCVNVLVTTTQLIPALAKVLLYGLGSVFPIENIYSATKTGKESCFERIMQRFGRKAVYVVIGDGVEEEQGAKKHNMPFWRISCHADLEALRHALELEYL
#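 Eya2 (0.2 uM) preincubated 10 min at ambient with compound, then OMFP substrate added at 50 uM; 10 min reaction in 50 mM HEPES pH 7.5, 50 mM NaCl, 5 uM MgCl2, 0.05% BSA, 1 mM DTT. Fluorescence read at Ex 485/Em 525 nm.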
# TSHR antagonist: blocks TSH signaling through the human TSH receptor | activity change, negative = inhibition, % at 11.5 µM | TSHR-expressing cells, TSH-stimulated cAMP HTRF, 2 h; active compounds read low | 330,000 compounds, 0.2% hits | AID 504810;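 active means activity change below a set negative limit, meaning inhibition stronger than a set level, cut at about -70% in these data; inconclusive means activity change between two set negative limits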; further: on the % scale 0 is the no-effect control and ±100 the full control effect
#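 Cell-based HTRF cAMP assay; TSHR cells + compound, TSH EC80 (4nM final), 2 h, 37 deg C. Lysis with anti-cAMP cryptate and cAMP-d2, 30 min RT, read 665/620 nm.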
# BCR signal inh: inhibitors of chronic active B-cell receptor signaling | ABC-DLBCL IkBa-CBG/CBR reporter, luminescence ratio, 4 h | Potency, µM (highest dose often 46.1 µM), for the others: at the highest dose ratio change, negative = lower green/red ratio, hits mostly inhibitors | 340,000 compounds, 0.05% hits; active means well fitted inhibition curve with a large enough effect in the signal ratio, with a control signal flat, not every such curve was filed as active; inconclusive means small, poorly fitted or top-dose-only effect, or effect the other way, or a change in a side signal; the % refers to the signal ratio;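 further: potency means the concentration at half of the fitted maximal effect; plate controls were basal doxycycline-induced cells for no effect and cells given 10 µM MG132 for full effect; MG132 reads +100%, hits lower the ratio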
#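 Concentration-response series (up to 46 uM) were applied to TMD8 dual-reporter cells for 4 h at 37C with doxycycline. Green/red ratio, after filter-overlap correction, defined %Activity; red signal alone was normalised to basal cells and zero luminescence.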
# B2AR arrestin: beta2AR (human) beta-arrestin recruitment activity; beta-arrestin recruitment to beta2AR, cell-based reporter; 330,000 compounds, 0.02% hits; P07550; Potency, µM (doses to about 46.1 µM), for inactives: at the highest dose activation, most hits filed as activators; AID 492947;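 further: potency means the concentration at half of the fitted maximal effect; 0% = DMSO controls and full agonism = EC100 isoproterenol or metaproterenol; nearly all actives have a fitted effect of over 65% in size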
# The depositor's hits bear a star; u = inconclusive; x = not tested or not shown; [ ] = dose if it differs, or a comment. Unless noted, the call rests on the fitted dose curve; in most records, active means well fitted curve in the direction sought with a large enough effect; inconclusive means small, poorly fitted or top-dose-only effect, or another doubt; inactive means no such curve, though single readings can be large; an effect the other way counts as inactive or inconclusive.
# Every second line gives: uPA generation	TSG101-PTAP inh	Tb PFK block	ELG1 repair inh	TCR activator	USP2a inh	Mito fusion act	Eya2 phos inh	TSHR antagonist	BCR signal inh	B2AR arrestin
1: O=C(c1ccccc1)c1nn(-c2cccc(Cl)c2)ccc1=O
→ 1%	-4%	0%	1%	9%	0%	6%	-16%	23	-2%	-0.3%
2: CN(c1ccccc1C(=O)Nc1cccc([N+](=O)[O-])c1)S(C)(=O)=O
→ -5%	-5%	1%	7%	-1%[46.1 µM]	0%	-4%	0%	4	1%	-1.3%
3: O=C(NNc1cc(Cl)cc(Cl)c1)c1c(F)cccc1Cl
→ -2%	-2%	-20%	u	8%	-2%	-1%	2%	-1	0%	-0.2%
4: Cc1ccccc1NC(=O)CSc1nc2cc3c(cc2cc1C)CCC3
→ u	-8%	0%	7%	4%	1%	-3%	-2%	6	-19%	-0.3%
5: CN(CCOc1ccc(Cl)cc1)CC(=O)Nc1ccc(OC(F)F)cc1
→ 8%	-2%	-14%	-13%	-8%	-1%	-15%	-12%	7	u	-0.8%
6: COc1cccc(CNc2nc3ccccc3n2C(C)C)c1O
→ -1%	2%	-3%	-13%	1%	-1%	-4%	-2%	16	-8%	3.3%
7: CS(=O)(=O)N1CCN(c2ccc([N+](=O)[O-])c(SCc3ccco3)c2)CC1
→ -1%	0%	1%	u	1%	3%	0%	-8%	-6	22%	0.1%
8: O=C(COc1ccc2c3c(c(=O)oc2c1)CCC3)N[C@@H](Cc1ccccc1)C(=O)O
→ 14%	-1%	2%	u	-2%	-2%	0%	8%	2	9%	0.0%
9: O=C(OCC#CCNc1nnc(-c2cccc3ccccc23)o1)c1cccs1
→ x	x	-3%	x	x	3%	-1%	-5%	9	19%	-0.3%
10: Cc1ccc2nc3c(cc(C#N)c(=N)n3Cc3cccnc3)c(=O)n2c1
→ x	x	1%	12%	x	1%	2%	4%	4	-1%	-0.3%
11: O=C(Nc1ccc(S(=O)(=O)N2CCOCC2)cc1)c1ccc(F)cc1
→ 6%	-3%	-4%	u	-2%	0%	-2%	3%	2	-6%	-0.4%
12: O=C(c1ccc(Br)o1)N(c1ccc(Br)cc1)C1C=CS(=O)(=O)C1 (configuration not stated)
→ -5%	-6%	-1%	7%	x	0%	2%	-5%	12	6%	0.4%
13: COc1ccc(NC(=S)Nc2nc(CC(=O)Nc3ccccc3OC)cs2)cc1
→ x	0%	0%	u	1%	-1%	-3%	1%	-4	-19%	3.1%
14: COc1ccc(CCN(Cc2cccs2)S(=O)(=O)c2ccc(-n3cnnn3)c(OC)c2)cc1OC
→ 0%	x	2%	u	x	1%	-3%	-3%	-13	-23%	-0.2%
15: CC(=O)c1ccc(NC(=O)Nc2ccc(Br)cc2C)cc1
→ 20%	1%	0%	7%	1%	0%	7%	-18%	-16	3%	0.3%
16: COc1cc2c(cc1OC)C(c1ccc([N+](=O)[O-])cc1)NC(=O)C2 (configuration not stated)
→ 7%	-5%	1%	30%	0%	0%	5%	-5%	3	-4%	0.1%
17: Oc1ccc(CNCC2COc3ccccc3O2)cc1 (configuration not stated)
→ -2%	-1%	-4%	-18%	-2%	0%	1%	21%	-2	10%	-0.7%
18: CCn1c(SCC(=O)Nc2ccccc2OC)nc(O)cc1=O
→ -54%	0%	0%	16%	-1%	2%	1%	1%	-18	8%	-0.4%
19: O=C(OCc1ccccc1Cl)c1cccnc1Cl
→ x	-4%	-2%	1%	-7%	-1%	0%	14%	-10	u	-0.1%
20: CN(Cc1ccco1)C(=O)CSc1nc(C2CC2)n(-c2ccccc2)n1
→ -2%	-3%	-6%	-11%	-6%	2%	3%	24%	12	14%	0.1%
21: CCOC(=O)Cn1c(-c2ccccc2)cc(SC)c(C#N)c1=O
→ 2%	-1%	12%	1%	3%	3%	-6%	-1%	-25	2%	0.4%
22: COc1cccc(NC(=O)Cn2c(CCC(=O)O)ccc2-c2cccs2)c1
→ -2%	-1%	-4%	-4%	3%	0%	1%	15%	-4	18%	-0.3%
23: Cn1nc(N)c2c(-c3ccc(Cl)cc3)c(C#N)c(N)nc21
→ -5%	0%	0%	4%	-3%[46.1 µM]	-1%	3%	5%	3	u	-1.4%
24: CC(C)(C)NC(=O)NC(=O)COC(=O)CNC(=O)c1cccc(F)c1
→ 4%	-6%	-11%	-9%	-3%	1%	-1%	-9%	1	12%	0.0%
25: O=C1CC(O)(C(F)F)Oc2ccc3ccccc3c21 (configuration not stated)
→ -1%	-3%	1%	16µM*	-1%	-9%	26%	-4%	-4	5%	-1.3%
26: CC(C)(C)NC(=O)COC(=O)c1ccccc1C(=O)c1ccccc1
→ -19%	0%	-3%	1%	-7%	3%	0%	-3%	-4	3%	-0.1%
27: Cc1cc[n+](-c2[nH]c(=O)sc2/C=N/NC([S-])=Nc2ccccc2)cc1
→ -3%	u	-30%	5%	-9%[46.1 µM]	u	0%	5%	1	15%	0.1%
28: NC(=O)c1cc(S(=O)(=O)NC2CCCCC2)co1
→ x	-1%	2%	-2%	10%	1%	5%	6%	-2	0%	0.0%
29: COc1cc2c(cc1OC)[C@@H](NC(=O)C(C)C)[C@H](O)C2
→ 5%	0%	17%	u	2%[46.1 µM]	0%	x	9%	22	u	-0.6%
30: CC(=O)Nc1ccc(-c2csc(NC(=O)Nc3ccccc3)n2)cc1
→ -24%	-1%	-4%	7.3µM*	1%	4%	-1%	-3%	u	u	-0.1%
31: O=C1CSC(=Nc2cccc(Cl)c2Cl)N1
→ 0%	3%	-6%	-2%	-2%	2%	6%	2%	-1	0%	0.1%
32: Cc1ccc(-c2cc(C(F)(F)F)n3ncc(C(=O)O)c3n2)cc1
→ 3%	-3%	9%	9%	-2%[46.1 µM]	-2%	5%	-2%	-2	0%	-0.9%
33: Cc1ccc(S(=O)(=O)NNC(=S)Nc2ccccc2)cc1
→ 1%	0%	6%	5%	3%	0%	1%	12%	11	4%	0.2%
34: O=C(CN(Cc1cccs1)C(=O)CNS(=O)(=O)c1ccc(F)cc1)NCC1CCCO1 (configuration not stated)
→ -8%	0%	2%	-5%	4%	-1%	1%	6%	-3	8%	0.4%
35: CCOc1ccccc1NC(=S)NCc1ccco1
→ -9%	4%	-8%	2%	-1%	2%	-2%	-11%	2	20%	0.4%
36: COc1ccc(/C=N/NC(=O)c2ccc(Cl)cc2Cl)cc1COC(C)=O
→ -9%	-1%	-7%	u	0%[46.1 µM]	-1%	-46%[inhibitor]	6%	6	-16%	-0.6%
37: CCCc1nc2ccccc2n1Cc1ccccc1OC
→ -4%	-1%	-4%	u	0%	0%	-7%	-3%	-17	4%	0.0%
38: CC(C)(C)C(=O)N1CCN(c2ncnc3scc(-c4ccccc4)c23)CC1
→ 8%	0%	-2%	u	4%	0%	20%	-11%	-5	-10%	-0.8%
39: CC1CCC2(CC1)NC(=O)N(CC(=O)c1cn(CCC#N)c3ccccc13)C2=O (configuration not stated)
→ 6%	-2%	4%	0%	16%	3%	2%	-10%	6	u	0.9%
40: CCOc1ccc(OCCC(=O)N(CCC2=CCCCC2)c2c(N)n(Cc3ccccc3)c(=O)[nH]c2=O)cc1
→ -3%	10%	-5%	-15%	3%	2%	-1%	7%	-4	2%	4.9%
41: S=c1[nH]cc(-c2ccc(Cl)cc2)n1Cc1ccccc1
→ 1%	-2%	2%	19%	1%	2%	-7%	-1%	0	x	4.3%
42: CC(=O)Nc1ccc(OCCOc2ccccc2C(C)=O)cc1
→ 5%	-4%	1%	-2%	-1%	0%	5%	1%	19	-4%	-0.8%
43: Cn1c2c(c(=O)n(C)c1=O)CN(CC1CCCO1)CN2 (configuration not stated)
→ 7%	-8%	3%	-1%	1%	1%	1%	17%	12	2%	0.0%
44: O=C(Nc1ccc(C(=O)O)cc1)/C(=C/c1ccc2c(c1)OCO2)NC(=O)c1cccc(Br)c1
→ 3%	-7%	15%	3%	0%	1%	-7%	-7%	17	4%	0.0%
